D1 ag = human D1 receptor agonism. HEK293 T-REx D1 cells, calcium flux, agonist mode. activation, % at 2 µM. 1% of 360,000 active; in the data active = activation above about 30%; note: 0% is about no effect
Target sequence (P21728 whole entry, looked up): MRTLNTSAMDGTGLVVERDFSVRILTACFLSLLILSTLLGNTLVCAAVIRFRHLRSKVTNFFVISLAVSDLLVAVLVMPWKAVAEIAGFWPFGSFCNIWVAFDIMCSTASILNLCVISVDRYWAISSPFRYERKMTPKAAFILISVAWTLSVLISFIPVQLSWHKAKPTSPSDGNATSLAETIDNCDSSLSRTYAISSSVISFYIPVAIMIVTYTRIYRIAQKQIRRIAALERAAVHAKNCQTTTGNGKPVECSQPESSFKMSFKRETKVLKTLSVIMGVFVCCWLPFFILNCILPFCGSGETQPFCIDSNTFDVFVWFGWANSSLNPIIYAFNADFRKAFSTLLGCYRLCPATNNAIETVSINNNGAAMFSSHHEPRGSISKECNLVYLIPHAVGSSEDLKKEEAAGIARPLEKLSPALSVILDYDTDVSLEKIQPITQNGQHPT
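Inducible HEK293 T-REx D1 cells, force-coupled to calcium signalling, were plated at 4000 cells/well with tetracycline and held overnight at 30 C. After no-wash calcium dye loading, compound-evoked calcium rise over 180 s flagged agonists.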
D2 PAM = positively modulates the human D2 dopamine receptor allosterically | HEK293 T-REx D2, calcium flux, EC20 dopamine potentiation | P14416 | potentiation, % at 10 µM | 0.34% of 340,000 active;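 active = potentiation over 3 SD above the plate norm, cut at about 30% in these data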; note: 0% is about no effect
Target sequence (P14416 whole entry, looked up): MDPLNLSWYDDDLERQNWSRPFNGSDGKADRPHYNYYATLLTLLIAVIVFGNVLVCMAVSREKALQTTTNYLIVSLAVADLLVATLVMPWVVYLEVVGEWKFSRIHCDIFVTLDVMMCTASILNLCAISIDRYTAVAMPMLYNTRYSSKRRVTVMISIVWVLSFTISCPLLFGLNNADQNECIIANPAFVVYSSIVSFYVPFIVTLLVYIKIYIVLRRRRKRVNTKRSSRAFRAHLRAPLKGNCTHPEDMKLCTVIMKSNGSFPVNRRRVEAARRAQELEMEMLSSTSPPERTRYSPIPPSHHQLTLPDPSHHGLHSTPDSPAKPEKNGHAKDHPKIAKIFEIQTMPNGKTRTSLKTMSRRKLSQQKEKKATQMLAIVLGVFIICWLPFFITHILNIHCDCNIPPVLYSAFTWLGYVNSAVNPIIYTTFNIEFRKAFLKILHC
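Using a no-wash calcium dye in inducible, force-coupled HEK293 Trex cells expressing D2, we tracked fluorescence each second for 180 s after compound, then for 180 s after EC20 dopamine to detect augmented signalling.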
RXFP1 ag = agonists of human relaxin receptor RXFP1; Potency, µM (titrated, usually from 57.5 µM), for the others: top-dose activation, usual class: activators; 0.3% of 370,000 active; HEK293T-RXFP1 cAMP TR-FRET, 30 min; response scale: percent of porcine relaxin response, buffer zero; Q9HBX9; AID 2676; note: potency is the fitted concentration of half-maximal effect; % is set by controls: 0 for no effect and ±100 for the full control effect; nearly all actives have a fitted effect of over 60% in size; many of its hits are not listed in these tables
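Agonist response is measured as cAMP accumulation in an RXFP1-transfected HEK293T line under PDE4 inhibition. Values are scaled between buffer-only and 29 nM porcine relaxin, and EC50s come from standard Hill equation fits.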
Apoferritin bind = binds horse apoferritin like a general anesthetic; apoferritin/1-aminoanthracene competitive binding, fluorescence; P02791; Potency, µM (top dose mostly 77.5 µM), for the others: at the top dose activity change, negative = displacement, hits mostly inhibitors; AID 485281; 0.074% of 350,000 active; note: potency is the fitted concentration of half-maximal effect; % is set by controls: 0 for no effect and ±100 for the full control effect; nearly all actives have a fitted effect of over 20% in size
Target sequence (P02791 2-175 limits assumed): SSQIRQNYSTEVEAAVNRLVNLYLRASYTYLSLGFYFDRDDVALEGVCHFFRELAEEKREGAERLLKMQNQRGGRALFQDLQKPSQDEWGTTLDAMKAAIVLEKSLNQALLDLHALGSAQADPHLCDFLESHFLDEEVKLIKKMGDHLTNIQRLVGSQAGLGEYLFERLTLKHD
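Probe: 1-aminoanthracene (50% saturated, PBS). Protein: horse-spleen apoferritin, 10 uM. Incubation: 10 min, room temperature. Detection: 380 nm excitation, 535 nm emission. Analysis: normalized response, four-parameter Hill.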
D1 antagonist = antagonists of human D1 dopamine receptor; HEK293 TREx D1 cells, calcium flux, dopamine EC80; stronger effect = lower value; 3.2% of 360,000 active; activity change, negative = inhibition, % at 10 µM; P21728; AID 504652; in the data active = activity change below about -30%; note: % is set by controls: 0 for no effect and ±100 for the full control effect
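Compound effects on dopamine-evoked calcium signalling were measured in tetracycline-induced HEK293 Trex D1 cells. Dopamine at EC80 followed a 180 s compound pre-read, and fluorescence was tracked kinetically for 180 s more.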
TRHR agonist = agonists of human TRH receptor; P34981; TRHR cells, calcium flux fluo-8, FDSS agonist mode; 0.18% of 360,000 active; activation, % at 2 µM; AID 493084; in the data active = activation above about 30%; note: 0% is about no effect
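Read-out: compound-evoked intracellular calcium rise in TRHR cells, fluo-8 dye, kinetic FDSS fluorescence at 1 s/cycle following a 10-cycle baseline. Cells cultured overnight before dye loading (30 min–1.5 h, RT).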
D1 potentiator = human D1 dopamine receptor positive modulation | HEK293 TREx D1 cells, calcium flux, dopamine EC20 potentiation | potentiation, % at 10 µM | 0.036% of 360,000 active; in the data active = potentiation above about 30%; note: 0% is about no effect
TRHR PAM = TRH receptor (human) allosteric enhancement; P34981; TRHR cells, fluo-8 calcium fluorescence, EC20 TRH enhancement; 0.66% of 360,000 active; enhancement, % at 2 µM; in the data active = enhancement above about 30%; note: 0% is about no effect
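TRHR-expressing cells loaded with fluo-8 calcium dye were read kinetically (ex 480/em 530) during compound addition, then stimulated with an EC20 of TRH (10 nM final). Enhancement of the Gq-mediated intracellular calcium response was scored.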
RXFP1 antagonist = antagonists of human relaxin receptor RXFP1. Q9HBX9. HEK293-RXFP1, relaxin-stimulated cAMP HTRF, 30 min; stronger effect = lower value. activity change, negative = inhibition, % at 57.5 µM. 0.59% of 350,000 active. AID 1259400;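 active = activity change of -60% or lower, but not beyond a set lower limit; inconclusive = change between -60% and -40%, or beyond the set limit; inactive = change above -40%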; note: % is set by controls: 0 for no effect and ±100 for the full control effect
Numbers without * were called inactive; ? = inconclusive; . = no result given; & = joins results of further samples; ! = not confirmed by another sample; [ ] = remark or other dose. Unless noted, calls come from the whole dose curve; as a rule, active = well fitted curve in the direction sought with a large enough effect; inconclusive = small, poorly fitted or top-dose-only effect, or another doubt; inactive = no such curve, though single readings can be large; an effect the other way counts as inactive or inconclusive. These rows are one share of the data, so the mix of outcomes need not match the whole.

Results follow in this order: D1 ag, D2 PAM, RXFP1 ag, Apoferritin bind, D1 antagonist, TRHR agonist, D1 potentiator, TRHR PAM, RXFP1 antagonist
1	CC(NS(=O)(=O)c1ccccc1)c1n[nH]c(=S)n1-c1ccccc1 (stereo not given)
→ 0, -4, -1.7%, 0%, 6, 0.2, 2, -7, 3
2	COc1ccc(-c2noc(CSc3nc4sc(C)c(C)c4c(=O)n3-c3ccccc3)n2)cc1OC
→ 1, 4, -0.3%, -8%, 4, 0.1, 3, -1, 3
3	CC(C)(C)NC(=O)NC(=O)CSc1ncc(C(F)(F)F)cc1Cl
→ -2, 3, 0.2%, -16%, -3, -0.2, 0, -5, -5
4	COc1ccc(N2CCN(c3ncnc4scc(-c5ccccc5)c34)CC2)cc1
→ 0, ., -0.5%, 5%, 9, -0.1, 3, -14, -17
5	COc1cc(S(=O)(=O)NCc2ccncc2)c(OC)cc1Cl
→ 2, 9, 2.4%, -10%, ., 0.2, -4, 3, -15
6	O=C(Nc1ccc(Cl)cc1)c1sccc1-n1cccc1
→ 7, 11, 2.4%, -18%, -9, -0.2, 1, 0, 0
7	S=c1[nH]c2ccc(Cl)cc2[nH]1
→ -2, -20, 0.4%, -3%, -3, -0.1, 1, -2, -34
8	O=C(c1scc2c1CCCC2)N1CCCCC1
→ 0, ., 0.3%, ?, ., -0.7, 0, 5, 4
9	Cc1cccc(C(=O)Nc2cccc(C(=O)N3CCOCC3)c2)c1
→ 0, 0, -1.6%, -4%, -6, 0.2, 2, -4, -10
10	O=C(O)c1cccc2c1C(=O)c1ccc(Cl)cc1S2(=O)=O
→ 2, 3, 1.7%, ., 4, 0.1, -1, -7, .
11	Cc1ccccc1-c1nc(CS(=O)CC(=O)NCCc2ccc(Cl)cc2)c(C)o1 (stereo not given)
→ 34*!, -3&7, 1.3%&0.1%, 178%[activator], -65*!, -0.1&-0.4, -11&-4, 17&0, -10&-10
12	CCCCCC(=O)c1ccc(O)cc1O
→ -4, -9, 2.9%, ?, -7, 0.1, -3, 1, 18
13	CN(CC(=O)NCc1ccc2c(c1)OCO2)S(=O)(=O)c1ccc(Br)s1
→ -1, 7, -0.4%, -12%, -4, -0.9, -2, -2, -7
14	COc1ccc(-c2cc3ncccc3cn2)cc1
→ 0, 4, 7.6%, ., ., 0.1, 3, 4, .
15	COc1ccccc1C(=O)Nc1nnc(-c2ccco2)s1
→ 0, 12, 1.6%, -2%, 8, -1.1, -3, 17, -13

Entries above marked active in D1 antagonist.
No. | SMILES | D1 ag | D2 PAM | RXFP1 ag | D1 antagonist | TRHR agonist | D1 potentiator | TRHR PAM | RXFP1 antagonist
11 | Cc1ccccc1-c1nc(CS(=O)CC(=O)NCCc2ccc(Cl)cc2)c(C)o1 (stereo not given) | 34*! | -3&7 | 1.3%&0.1% | -65*! | -0.1&-0.4 | -11&-4 | 17&0 | -10&-10

Sorted by value in D1 ag (rising): 4 from the list above.
| nr | Molecule | D1 ag | D2 PAM | RXFP1 ag | D1 antagonist | TRHR agonist | D1 potentiator | TRHR PAM | RXFP1 antagonist |
| --- | --- | --- | --- | --- | --- | --- | --- | --- | --- |
| 12 | CCCCCC(=O)c1ccc(O)cc1O | -4 | -9 | 2.9% | -7 | 0.1 | -3 | 1 | 18 |
| 2 | COc1ccc(-c2noc(CSc3nc4sc(C)c(C)c4c(=O)n3-c3ccccc3)n2)cc1OC | 1 | 4 | -0.3% | 4 | 0.1 | 3 | -1 | 3 |
| 10 | O=C(O)c1cccc2c1C(=O)c1ccc(Cl)cc1S2(=O)=O | 2 | 3 | 1.7% | 4 | 0.1 | -1 | -7 | . |
| 6 | O=C(Nc1ccc(Cl)cc1)c1sccc1-n1cccc1 | 7 | 11 | 2.4% | -9 | -0.2 | 1 | 0 | 0 |

Remaining list, next part
Results follow in this order: D1 ag, D2 PAM, RXFP1 ag, Apoferritin bind, D1 antagonist, TRHR agonist, D1 potentiator, TRHR PAM, RXFP1 antagonist
16	CCn1c(/C=C/c2cc(Br)ccc2O)nc2ccccc2c1=O
→ -1, 1, 1.4%, -6%, 5, 1.5, -5, 11, -15
17	CC1Cc2ccccc2N1C(=O)c1cc2c(=O)n3ccccc3nc2n1C (stereo not given)
→ -1, 2, 2.7%, -4%, -1, -0.8, 2, -21, -15
18	CC(=O)N1CCN(C(=O)c2cccc(S(=O)(=O)N3CCN(c4ccccc4)CC3)c2)CC1
→ 0, ., 0.9%, ., 4, 0.1, -5, -3, 0
19	O=C(Nc1cccs1)Nc1ccccc1Br
→ 1, 0, 0.8%, 1%, 5, -0.5, -2, -1, -6
20	CC(=O)Nc1ccc2nc(CN3CCN(CC(C)C)C(CCO)C3)ccc2c1 (stereo not given)
→ 2, 6, 2.5%, -15%, -20, 1.1, -3, -3, -3
21	COc1ccc(NC(=O)CSc2nnnn2C2CCCC2)cc1
→ 2, 1, -0.8%, -7%, 10, -0.3, 0, 5, 3
22	COC(=O)c1ccc(COc2ccc(-c3nnn(CC(=O)NC(C)(C)C)n3)cc2)cc1
→ 7, -10, 2.6%, -3%, -17, 0.6, -6, 6, -2
23	Cc1cc(C)c2c(NC(=S)NC(=O)c3ccccc3)n[nH]c2n1
→ 4, 2, 0.2%, -10%, 3, 0.8, -1, 0, -3
24	Cc1ccc(S(=O)(=O)N2CCCNCC2)cc1
→ -2, -5, 12%, 0%, 5, -0.2, -6, 2, -6
25	COC(=O)c1sccc1NC(=O)c1ccc(Br)o1
→ 7, ., 0.9%, -4%, 58, 0.5, -2, -11, -13
26	COc1ccc(/C(C)=N/N2CCOCC2)c(O)c1
→ 0, 6, 1.5%, -14%, 11, -0.2, -4, 0, 9
27	O=C(NC1CCCCC1)c1ccc(Br)o1
→ 0, -6, 0.1%, ?, 4, 0.0, -2, 1, -6
28	O=C(Cn1cnc2ccccc2c1=O)N1CCOCC1
→ 1, 8, 1.2%, -7%, -6, 0.4, -5, 5, -6
29	O=C(Nc1ccccc1)C(Cc1cccs1)c1nn[nH]n1 (stereo not given)
→ 2, 7, 1.2%, -8%, 21, 0.5, -2, 0, -12
30	COc1ccc(NC(=S)NCc2ccc(S(N)(=O)=O)cc2)cc1OC
→ 3, -2, 0.7%, 0%, 11, -2.4, -4, 2, 2

Results follow in this order: D1 ag, D2 PAM, RXFP1 ag, Apoferritin bind, D1 antagonist, TRHR agonist, D1 potentiator, TRHR PAM, RXFP1 antagonist
31	COC(=O)[C@H](CCSC)NC(=O)Nc1cc(OC)cc(OC)c1
→ 10, ., 3.4%, 3%, -22, -0.4, 0, -5, -8
32	O=C(NCCc1c[nH]c2ccccc12)C(=O)Nc1cc2c3c(c1)CC(=O)N3CCC2
→ 1, 0, 2.2%, ., 19, -0.5, -4, -10, -6
33	O=C(c1ccco1)N1CCC(c2nc3c(nnn3Cc3ccc(F)cc3)c(=O)[nH]2)CC1
→ 1, -9, -1.1%, 1%, 1, 0.2, -1, -1, -4
34	Cc1cc(NC(=O)CSc2nc(C3CCCCC3)nc3ccccc23)no1
→ 3, -1, 2.9%, -9%, 9, -0.6, 3, 13, -5
35	Fc1ccc(CNc2nc3ccccc3n3nnnc23)cc1
→ 6, -6, 22%, -17%, -50*, -0.2, -6, -1, .
36	COc1cc(/C=N/NC(=O)CSc2nc3ccccc3n2C)cc(OC)c1OC
→ 0, 6, 3.4%, 4%, -9, 0.0, -7, -3, 2
37	COc1cc(NC(=O)CN(C)S(=O)(=O)c2ccc(C)cc2)cc(OC)c1
→ 3, -15, 1.0%, -7%, -4, 0.1, -4, -2, -16
38	O=C(CSc1nnc(COc2cccc3cccnc23)o1)N1CCCC1
→ 1, -1, 0.7%, -3%, -6, -0.3, -3, -2, -3
39	CN1CCN(c2nc(N3CCN(c4ccccc4)CC3)ncc2F)CC1
→ 15, -17, -0.6%, -2%, -1, 0.7, 0, -5, -8
40	Cc1cc(/C=C(\C#N)C(=O)NCc2cccs2)c(C)[nH]1
→ 2, -15, -0.1%, -11%, 5, -0.7, -3, 8, -14
41	CC(CCc1ccccc1)NC(=O)c1ccccc1C(=O)O (stereo not given)
→ 2, -9, 0.1%, -11%, 15, 0.4, -3, -6, 23
42	Cc1ccccc1NS(=O)(=O)c1ccc2oc(=O)ccc2c1
→ 5, ., 0.5%, -11%, -17, -0.4, -1, 7, -6
43	COc1ccc(Nc2ncc(C(=O)N3CCN(Cc4ccccc4)CC3)c3ccccc23)cc1
→ 0, 4, 4.5%, -13%, 6, 0.2, 5, 9, -21
44	COc1cnc(-c2ccccc2)nc1OC
→ 1, 9, -2.2%, -5%, 0, -0.9, 12, 3, -6
45	CSCC[C@H](N)C(=O)N1CCC(C(=O)N[C@H](C)C(=O)Nc2ccc(C(C)C)cc2)CC1
→ 1, -4, 0.0%, 1%, -18, 0.4, -4, 1, -3

Results follow in this order: D1 ag, D2 PAM, RXFP1 ag, Apoferritin bind, D1 antagonist, TRHR agonist, D1 potentiator, TRHR PAM, RXFP1 antagonist
46	O=C(Nc1ccc(-c2nc3ccccc3s2)c(O)c1)C1=COCCO1
→ -1, -3, 13%, 43%[activator], -4, -0.6, 4, 3, -12
47	Cc1cccc(OCC(=O)N(Cc2cccs2)C2CCS(=O)(=O)C2)c1C (stereo not given)
→ 0, 9, 2.1%, 1%, 4, 0.3, -2, 5, 4
48	Cc1cc(C(=O)Cn2nc(C(=O)O)c3ccccc3c2=O)c(C)n1-c1ccc(F)cc1
→ 6, -5, 2.2%, -13%, 7, -1.3, -1, -12, -13
49	COc1ccc(C(=O)COC(=O)C2CCN(S(=O)(=O)c3cccc4cccnc34)CC2)cc1
→ 5, -7, 0.1%, -10%, -70*, 0.8, -6, 7, -3
50	COc1ccccc1CNC(=O)/C=C/c1cc2c(cc1Br)OCO2
→ 8, -10, 1.0%, -4%, -30*, 0.4, -1, 0, 4
51	Cc1cccc(C(=O)Nc2ccc(S(=O)(=O)N3CCOCC3)cc2)c1[N+](=O)[O-]
→ 6, 1, 0.7%, -12%, 0, 0.2, -3, -3, -1

For reference, some entries already given:
Results follow in this order: D1 ag, D2 PAM, RXFP1 ag, Apoferritin bind, D1 antagonist, TRHR agonist, D1 potentiator, TRHR PAM, RXFP1 antagonist
49	COc1ccc(C(=O)COC(=O)C2CCN(S(=O)(=O)c3cccc4cccnc34)CC2)cc1
→ 5, -7, 0.1%, -10%, -70*, 0.8, -6, 7, -3
50	COc1ccccc1CNC(=O)/C=C/c1cc2c(cc1Br)OCO2
→ 8, -10, 1.0%, -4%, -30*, 0.4, -1, 0, 4
51	Cc1cccc(C(=O)Nc2ccc(S(=O)(=O)N3CCOCC3)cc2)c1[N+](=O)[O-]
→ 6, 1, 0.7%, -12%, 0, 0.2, -3, -3, -1

High-throughput results from PubChem BioAssay.
